Cdc25B inh – human M-phase inducer phosphatase 2 inhibition. recombinant Cdc25B, OMFP fluorescence Ex485/Em525. AID 368. inhibition, %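 (compounds tested at 10 µM final in the well)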. 65,000 tested, 0.1% active. P30305; in the data active means inhibition above about 50%
Target sequence (P30305 whole entry, looked up): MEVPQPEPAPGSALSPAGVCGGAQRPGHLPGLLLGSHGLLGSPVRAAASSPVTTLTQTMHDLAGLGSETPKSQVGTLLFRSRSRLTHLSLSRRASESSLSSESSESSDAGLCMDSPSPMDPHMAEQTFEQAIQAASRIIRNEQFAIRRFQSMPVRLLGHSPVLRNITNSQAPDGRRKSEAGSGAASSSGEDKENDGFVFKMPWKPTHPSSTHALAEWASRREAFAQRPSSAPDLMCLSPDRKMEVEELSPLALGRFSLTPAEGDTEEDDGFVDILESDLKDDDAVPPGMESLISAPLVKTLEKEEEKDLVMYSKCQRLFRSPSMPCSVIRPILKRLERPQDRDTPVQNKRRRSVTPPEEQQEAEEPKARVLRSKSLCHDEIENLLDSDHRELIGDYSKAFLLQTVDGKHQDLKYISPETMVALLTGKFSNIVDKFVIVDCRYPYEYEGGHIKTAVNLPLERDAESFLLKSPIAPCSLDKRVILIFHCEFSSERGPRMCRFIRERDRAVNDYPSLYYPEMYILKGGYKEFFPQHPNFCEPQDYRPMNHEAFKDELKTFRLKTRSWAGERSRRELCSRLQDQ
MKP-1 inh – blocks human MKP-1 phosphatase activity; P28562; 65,000 tested, 0.15% active; recombinant MKP-1, OMFP hydrolysis fluorescence; inhibition, %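 (compounds tested at a single concentration somewhere between 10 and 100 µM)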;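 active means inhibition above about 50%, limit read from the data; inconclusive means inhibition over screen mean plus 3 SD, below that limit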;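 further: 0% = DMSO max control wells and 100% = wells with enzyme stopped by NaOH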
PKA inh – PKA (human) kinase inhibition | PKA Kemptide phosphorylation, Kinase-Glo ATP luminescence | inhibition, % at 6 µM | 65,000 tested, 0.1% active;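 active means inhibition above the screen-wide mean inhibition plus 3 SD, cut at about 21% in these data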; further: many of its hits are not listed in these tables
Abs 340nm – absorbance at 340 nm; AID 708; compound absorbance at 340 nm, fold over control; fold change at 10 µM; 65,000 tested, under 10 active;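 active means at 10 µM dose, initial 340 nm absorbance at least 2 fold that of control wells; inactive means change under 2 fold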;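 further: initial absorbance extrapolated from kinetic A340 decline of NADH oxidation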
Autofluor 339 – intrinsic fluorescence of library compounds, ex339/em460 – biochemical, MLSMR library, data from DPM-DC assay, artefact control, profiling panel; compound autofluorescence, ex339/em460 nm, NADH buffer; hits give high values; 1 = no-compound wells, NADH background; fluorescence fold increase at 10 µM; 65,000 tested, 5.5% active; AID 709;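 active means at 10 µM, mean starting fluorescence two-fold or more over control wells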;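 further: signal is the first read of a kinetic run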
Her2 expr inh – inhibitors of human Her2 kinase expression; SKBR-3 HER2 protein level, AlphaScreen, 18-24 h; hits give low values; HER2 level % of control, % at 10 µM; P04626; 65,000 tested, 0.69% active;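 active means HER2 level under 5% of the carrier-only control; inconclusive means no clear call, values can overlap the other calls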;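 further: 100% = DMSO carrier and 0% = 500 nM PU-H71 HSP90 inhibitor; lower value means stronger loss of Her2 protein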
JNK3 inh – inhibitors of human JNK3 kinase | P53779 | purified JNK3 kinase activity, HTS | inhibition, % at 8 µM | 60,000 tested, 0.61% active | AID 746; in the data active means inhibition above about 17%;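 further: 0% = DMSO and 100% = reference inhibitor; many of its hits are not listed in these tables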
Target sequence (P53779 whole entry, looked up): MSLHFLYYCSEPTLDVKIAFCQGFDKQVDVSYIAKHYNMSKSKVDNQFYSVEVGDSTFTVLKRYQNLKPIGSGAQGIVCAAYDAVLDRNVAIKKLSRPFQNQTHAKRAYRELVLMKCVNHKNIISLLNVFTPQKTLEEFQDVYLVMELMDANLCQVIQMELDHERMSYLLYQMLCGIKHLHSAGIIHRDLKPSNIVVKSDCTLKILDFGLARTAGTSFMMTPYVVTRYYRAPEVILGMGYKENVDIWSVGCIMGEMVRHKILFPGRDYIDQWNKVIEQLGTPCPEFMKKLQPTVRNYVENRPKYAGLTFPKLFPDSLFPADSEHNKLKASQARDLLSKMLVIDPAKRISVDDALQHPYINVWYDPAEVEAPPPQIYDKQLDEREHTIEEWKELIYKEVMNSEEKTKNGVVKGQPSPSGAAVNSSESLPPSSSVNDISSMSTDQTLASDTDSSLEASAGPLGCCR
Hsp90 inh – displaces geldanamycin probe from tumor Hsp90. P07900. NCI-N417 lysate Hsp90, Cy3B-geldanamycin FP displacement. inhibition, % at 30 µM. 64,000 tested, 0.35% active;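 active means inhibition above 50%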;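 further: 0% = tracer plus lysate wells and 100% = tracer alone without lysate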
ROCK2 blocker – ROCK2 (human) kinase inhibition. inhibition, % at 6 µM. O75116. AID 604. 60,000 tested, 0.35% active. purified ROCK2, Kinase-Glo ATP depletion luminescence;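 active means inhibition above the screen-wide mean inhibition plus 3 SD, cut at about 18% in these data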;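 further: plate controls were DMSO wells for no effect and Y-27632 control wells after no-enzyme background subtraction for full effect; many of its hits are not listed in these tables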
* = called active by the depositor; ? = inconclusive; . = no result given.

The first two records (preview)
SMILES	Cdc25B inh	MKP-1 inh	PKA inh	Abs 340nm	Autofluor 339	Her2 expr inh	JNK3 inh	Hsp90 inh	ROCK2 blocker
O=c1[nH]c(=O)n(Cc2ccccc2)c2nc(-c3ccco3)cc(C(F)(F)F)c12	-4	17	-2	1.1	4.9*	69	-3	-6	-11
Cc1ccc(NC2=NCC(=O)N2c2ccc3c(c2)OCCO3)c(C)c1	-6	-2	0	0.99	1	109	0	2	0

The whole of this part, from the first entry:
SMILES	Cdc25B inh	MKP-1 inh	PKA inh	Abs 340nm	Autofluor 339	Her2 expr inh	JNK3 inh	Hsp90 inh	ROCK2 blocker
O=c1[nH]c(=O)n(Cc2ccccc2)c2nc(-c3ccco3)cc(C(F)(F)F)c12	-4	17	-2	1.1	4.9*	69	-3	-6	-11
Cc1ccc(NC2=NCC(=O)N2c2ccc3c(c2)OCCO3)c(C)c1	-6	-2	0	0.99	1	109	0	2	0
Cc1cc(C)nc(NS(=O)(=O)c2ccccc2)n1	-7	-5	4	1	1.1	95	6	-1	3
CCC(C)NS(=O)(=O)c1ccc(NC(=O)c2c(-c3ccccc3)noc2C)cc1 (stereo not drawn)	-6	6	6	1	1.1	133	4	0	4
Cc1nc2sc(C(c3ccc(F)cc3)N3CCN(C(=O)c4ccco4)CC3)c(O)n2n1 (stereo not drawn)	3	-1	2	0.99	1	100	-1	1	4
CCc1ccc(-c2nc(C(N)=O)c3[nH]c(=O)n(-c4ccccc4OC)c3n2)cc1	2	39	-7	1.1	1.2	58	4	-2	3
Cc1ccc2c(CN3C(=O)NC4(CCCCC4)C3=O)cc(=O)oc2c1C	-2	31	12	1	1.1	59	3	-4	1
COc1ccccc1C(=O)N(Cc1nc(-c2ccc(Cl)cc2)no1)C(C)C	1	-4	1	1	0.84	98	-3	0	2
CC(OC(=O)c1cc[n+]([O-])cc1)C(=O)Nc1ccc(Cl)cn1 (stereo not drawn)	-4	12	-9	1.1	1.1	.	.	.	.
O=c1c(Cl)c(NCCO)ncn1-c1ccccc1	-3	-21	5	1.1	1.1	90	0	-6	7
O=C(NCCC1=CCCCC1)C1CCN(c2nnc(-n3cccc3)s2)CC1	3	11	-2	1.1	1.1	95	0	-2	4
COc1ccc(C(=O)c2ccc(OC)c(N)c2)cc1N	-7	-5	9	1.1	1	63	0	0	8
CN(C)c1nc(N)nc(/C(C#N)=C/C2CC3C=CC2C3)n1 (stereo not drawn)	17	-1	6	1	1.1	67	-2	-4	-4
CCOC(=O)N1CCN(c2cc(C)nc3nc(C)nn23)CC1	-11	-4	9	1	2.1*	100	1	-1	7
Cc1cc(C(F)F)n2nc(C(=O)Nc3ccccc3F)nc2n1	-11	-1	10	1	1.1	101	-7	-4	9
Cc1ccc2[nH]cc(C(=O)CN3CCC4(CC3)OCCO4)c2c1	-3	-3	-2	1	1.1	94	0	-5	0
COc1cc(-c2cc3nc(C)c(C)c(=O)n3[nH]2)cc(OC)c1OC	-4	-1	10	1	2*	62	-7	1	2
Cc1ccc(Nc2nc3nonc3[nH]c2=O)cc1C	-7	22	0	1.1	1	111	-7	3	0
CCc1nc(C)c(C#N)c2cc(OC)c(OC)cc12	-6	3	7	1	1.4	109	1	1	4
CCOc1ccc(-c2nnn(CC(=O)c3cc(OC)ccc3OC)n2)cc1	6	-9	-2	1.1	1.8	-14*	-8	1	-4
CCOC(=O)c1cccc(NC(=O)CSc2nnc(C)n2Cc2ccccc2)c1	-17	21	1	0.99	1.1	109	6	-4	4
CCN(C1CCCCC1)S(=O)(=O)c1ccc(C(=O)O)cc1	-7	-1	10	1	1.1	52	-2	-2	5
CCOC(=O)C(NC(=O)CC)(Nc1ccccc1OC)C(F)(F)F (stereo not drawn)	0	25	3	1	1.1	101	5	-2	11
N#CCCNC(=O)CCN1CCOCC1	-6	-13	1	1	1.1	89	-2	-4	0
Cc1ccc(NC2=CC(=O)CC(c3ccco3)C2)c(N)c1 (stereo not drawn)	-15	11	8	1.1	1	134	-9	1	2

14 structures from above, sorted by length of the SMILES, largest number first.
SMILES	Cdc25B inh	MKP-1 inh	PKA inh	Abs 340nm	Autofluor 339	Her2 expr inh	JNK3 inh	Hsp90 inh	ROCK2 blocker
CCc1ccc(-c2nc(C(N)=O)c3[nH]c(=O)n(-c4ccccc4OC)c3n2)cc1	2	39	-7	1.1	1.2	58	4	-2	3
CCC(C)NS(=O)(=O)c1ccc(NC(=O)c2c(-c3ccccc3)noc2C)cc1 (stereo not drawn)	-6	6	6	1	1.1	133	4	0	4
COc1ccccc1C(=O)N(Cc1nc(-c2ccc(Cl)cc2)no1)C(C)C	1	-4	1	1	0.84	98	-3	0	2
CCOC(=O)c1cccc(NC(=O)CSc2nnc(C)n2Cc2ccccc2)c1	-17	21	1	0.99	1.1	109	6	-4	4
O=C(NCCC1=CCCCC1)C1CCN(c2nnc(-n3cccc3)s2)CC1	3	11	-2	1.1	1.1	95	0	-2	4
Cc1ccc(NC2=NCC(=O)N2c2ccc3c(c2)OCCO3)c(C)c1	-6	-2	0	0.99	1	109	0	2	0
Cc1ccc2[nH]cc(C(=O)CN3CCC4(CC3)OCCO4)c2c1	-3	-3	-2	1	1.1	94	0	-5	0
CN(C)c1nc(N)nc(/C(C#N)=C/C2CC3C=CC2C3)n1 (stereo not drawn)	17	-1	6	1	1.1	67	-2	-4	-4
Cc1cc(C(F)F)n2nc(C(=O)Nc3ccccc3F)nc2n1	-11	-1	10	1	1.1	101	-7	-4	9
Cc1ccc(NC2=CC(=O)CC(c3ccco3)C2)c(N)c1 (stereo not drawn)	-15	11	8	1.1	1	134	-9	1	2
CCc1nc(C)c(C#N)c2cc(OC)c(OC)cc12	-6	3	7	1	1.4	109	1	1	4
Cc1ccc(Nc2nc3nonc3[nH]c2=O)cc1C	-7	22	0	1.1	1	111	-7	3	0
O=c1c(Cl)c(NCCO)ncn1-c1ccccc1	-3	-21	5	1.1	1.1	90	0	-6	7
N#CCCNC(=O)CCN1CCOCC1	-6	-13	1	1	1.1	89	-2	-4	0

Other entries follow:
SMILES	Cdc25B inh	MKP-1 inh	PKA inh	Abs 340nm	Autofluor 339	Her2 expr inh	JNK3 inh	Hsp90 inh	ROCK2 blocker
CCc1nnc(NC(=O)CCC(=O)N2CCN(CCc3ccccc3)CC2)s1	-1	-5	3	1	1.1	97	-4	-4	8
COCc1[nH]nc2c1C(c1ccc(F)cc1F)C(C#N)=C(N)O2 (stereo not drawn)	-8	0	11	0.99	1	75	0	-3	5
COC(=O)c1ccc(CSc2nnc(N)s2)cc1	-14	-3	6	0.99	1.1	130	-4	2	6
COC(=O)c1ccc(CN2CCN(Cc3ccc(C(=O)OC)o3)CC2)o1	-8	6	5	0.97	1.1	98	-2	-3	3
O=C(CN1CCOCC1)Nc1ccc(Oc2ccccc2)cc1	-2	4	3	1	1.1	82	6	-1	2
CCOC(=O)C1CCN(S(=O)(=O)C(F)(F)c2nc3ccccc3s2)CC1	-7	-6	4	1.1	0.84	75	.	.	.
c1ccc(Cn2c(SCc3cn4cccnc4n3)nnc2-c2ccco2)cc1	-5	6	-6	1	2.2*	91	0	-2	-5
CCOC(=O)Cn1cnc2c(C#N)c3n(c2c1=O)CCCCC3	-19	1	10	1	1.1	97	-1	-1	-1
CCOC(=O)C1CCN(C(=O)CN(Cc2ccccc2)S(C)(=O)=O)CC1	-7	5	-3	0.97	1	123	3	-1	-2
COc1c(C)cc(Br)cc1C(=O)O	-1	-8	5	1.1	1.1	87	-12	-9	3
CCCOc1ccc(C(C)(O)CN2CCOCC2)cc1 (stereo not drawn)	1	-5	0	1	1.1	93	-1	-1	-12
CC1(C)CC(CCNC(=O)c2ccco2)CC(C)(C)N1	0	-4	10	1	1	144	9	1	8
CCOC(=O)N1CCN(c2c(N3CCc4ccccc4C3)c(=O)c2=O)CC1	-13	-8	0	1	1	71	5	-2	3
Nc1ccc2oc(-c3cccs3)nc2c1	3	3	6	1.1	1.9	85	5	-2	2
CC(NC(=O)CN1C(=O)COc2ccccc21)c1ccccc1 (stereo not drawn)	6	21	-8	1	1.1	98	-2	-1	-6
COc1cccc(-n2nnc3c(=O)n(Cc4ccc(Cl)cc4)cnc32)c1	-4	9	6	1.1	1.1	96	.	-2	.
COc1cccc(C(=O)CSc2nnc(COc3cccc4cccnc34)o2)c1	5	-6	8	0.99	1.1	104	1	-1	-1
Cc1ccc(-n2nc3c(c2NC(=O)c2ccc(S(=O)(=O)N4CCOCC4)cc2)CSC3)c(C)c1	3	?	0	0.99	1.1	79	-1	-2	1
Nc1nc(SCC(=O)N2CCCC2)[nH]c(=O)c1-c1ccccc1	1	-14	8	1	1.1	133	-2	-1	4
N#Cc1c(-c2ccccc2)cc(C2CC2)nc1N	-6	-6	6	1.1	3.6*	50	6	-2	7
NC(=O)c1ccc(Br)c(S(=O)(=O)N2CCCCC2)c1	-16	3	8	1	1.1	109	4	2	12
O=C(O)C1C2C=CC(C2)C1C(=O)NCc1ccc2c(c1)OCO2 (stereo not drawn)	5	13	8	1.1	1.1	138	-3	3	2
O=C(CCCOc1ccc(Cl)cc1)N1CCCCCC1	-4	-5	-2	1	1.1	90	-6	-2	-5
NC1=NC(=Nc2ccccc2)c2ccccc21	-7	-21	10	1.1	1.1	71	-7	0	6
COc1nc(NCCC2=CCCCC2)nc(OC)n1	-12	1	-3	1	1	95	-7	-8	0
Continuation:
SMILES	Cdc25B inh	MKP-1 inh	PKA inh	Abs 340nm	Autofluor 339	Her2 expr inh	JNK3 inh	Hsp90 inh	ROCK2 blocker
Fc1ccc(Cn2nnnc2C(c2cccs2)N2CCCCCC2)cc1 (stereo not drawn)	-6	14	4	0.97	1.1	96	8	0	4
S=c1[nH]nc(-c2ccncc2)n1Cc1ccccc1	-17	-2	8	1	1.1	118	1	-5	6
CCCn1c(SCC(=O)Nc2nccs2)nnc1-c1cccnc1	4	-1	4	1	1.1	106	-9	1	-4
Cn1ccnc1SCC(=O)Nc1sccc1C#N	0	15	8	1	1	68	8	-9	3
O=C(NC1CCS(=O)(=O)C1)c1ccc(-c2ccc(Br)cc2)o1 (stereo not drawn)	-9	25	12	1	1.9	84	4	1	0
Cc1cc(NC(=O)CN2CCCCCCC2)no1	-28	-7	-4	1	1.1	97	-1	-1	2
CN(Cc1ccccc1)C1CC(=O)N(c2ccc(C(=O)O)cc2)C1=O (stereo not drawn)	-7	-6	11	1	1.1	70	6	-4	9
CCCCOc1ccccc1C(=O)NCCCCCC(=O)O	-4	-25	4	1	1.1	79	1	2	-5
O=C(CN(C(=O)CCC(=O)Nc1nccs1)c1cccc(F)c1)NCC1CCCO1 (stereo not drawn)	3	-14	-3	1	1.1	71	12	3	-2
COc1ccccc1OCCNC(=O)c1ccc(S(=O)(=O)N(C)C)cc1	-2	-16	10	1	1.1	79	-1	-4	5
COC(C)(C)c1cc(C(C)(C)C)nc(N)n1	-3	5	6	0.98	1	65	-2	-3	3

A portion of the library. The share of hits here may be higher or lower than overall.
